Compound activity from PubChem BioAssay.
KB-3-1 tox: kills parental KB-3-1 adenocarcinoma cells. KB-3-1 viability, CellTiter-Glo ATP luminescence, 72 h. Potency, µM (series often up to 46.1 µM), inactives show top-dose activity change, negative = cytotoxic, actives largely listed as cytotoxic. 400,000 tested, 1.4% active. AID 1347075; further: on the % scale 0 is the no-effect control and ±100 the full control effect; nearly all actives have a fitted effect of over 60% in size
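72 h, 37 °C compound treatment of KB-3-1 parental cells; CellTiter-Glo added, 10 min, luminescence read. Data corrected against DMSO-only plates and normalized before curve fitting.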
TDP43 rescue: inhibitors of TDP-43 toxicity in yeast. TDP-43 expressing yeast growth rescue, BacTiter-Glo, 24 h. Potency, µM (highest dose often 46.1 µM), for the others: at the highest dose growth rescue (activation), actives largely listed as activators. 410,000 tested, 1.8% active; further: % of control where 0% means no effect; nearly all actives have a fitted effect of over 50% in size
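Yeast expressing TDP-43 (pregrown in raffinose, seeded at OD600=0.02 in galactose medium) exposed to compounds 24 hr at 30 deg C. Growth read by BacTiter-Glo luminescence; rescue of toxicity appears as increased signal.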
HEK293 tox: cytotoxic in the GLP-1 receptor inverse agonist counter-screen | HEK293 cAMP-luciferase reporter cells, luminescence, 24 h | Potency, µM (series often up to 38.3 µM), without a hit: at the highest dose activity change, negative = inhibition, usual class: inhibitors | 410,000 tested, 0.13% active | AID 624418;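 further: loss of luciferase light is scored as toxicity; on the % scale 0 is the no-effect control and ±100 the full control effect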
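1536-well qHTS counterscreen of the MLSMR; 200 cells/uL, 12 h pre-incubation, 23 nL cpd, 24 h at 37 deg C 5% CO2, luciferase detection reagent, 12 min RT, luminescence. Inhibition = undesired.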
HT1080 IDH1KD tx: toxicity to HT-1080 IDH1 knockdown cells (counter line); HT-1080 IDH1 knockdown viability, ATP luminescence, 48 h; Potency, µM (highest dose often 46.1 µM), for the others: top-dose activity, negative = toxicity, usual class: cytotoxic; 360,000 tested, 2% active;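 further: 0% = DMSO wells and -100% = cell-free medium wells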
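In this qHTS, HT-1080 cells depleted of IDH1 are exposed for 48 h at 37 °C to compound titrations. Toxicity is scored from CellTiter-Glo luminescence, with DMSO as full viability and medium alone as none.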
HT1080-NT tox: kills 2HG-producing HT-1080-NT fibrosarcoma cells | HT-1080-NT fibrosarcoma viability, CellTiter-Glo ATP luminescence, 48 h | 360,000 tested, 1.6% active | Potency, µM (series often up to 46.1 µM), for inactives: at the top dose activity, negative = less viability, usual class: cytotoxic;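 further: NT is the 2HG producing partner of a matched IDH1 knockdown line; 0% = DMSO-treated cells and -100% = media-only wells without cells; nearly all actives have a fitted effect of over 55% in size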
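A 48-hour cytotoxicity screen used HT-1080-NT cells plated 2 hours before compound delivery. ATP-based CellTiter-Glo luminescence measured viability, normalized to DMSO and no-cell controls.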
GLP1R inv ag: acts as inverse agonist at human GLP-1 receptor. HEK293 GLP-1R CRE-luciferase, luminescence, 24 h; GLP-1R form is constitutively active. 410,000 tested, 1.6% active. Potency, µM (doses to about 38.3 µM), inactives show at the top dose activity change, negative = inhibition, usual class: inhibitors. P43220; further: on the % scale 0 is the no-effect control and ±100 the full control effect; nearly all actives have a fitted effect of over 55% in size
Target sequence (P43220 whole entry, looked up): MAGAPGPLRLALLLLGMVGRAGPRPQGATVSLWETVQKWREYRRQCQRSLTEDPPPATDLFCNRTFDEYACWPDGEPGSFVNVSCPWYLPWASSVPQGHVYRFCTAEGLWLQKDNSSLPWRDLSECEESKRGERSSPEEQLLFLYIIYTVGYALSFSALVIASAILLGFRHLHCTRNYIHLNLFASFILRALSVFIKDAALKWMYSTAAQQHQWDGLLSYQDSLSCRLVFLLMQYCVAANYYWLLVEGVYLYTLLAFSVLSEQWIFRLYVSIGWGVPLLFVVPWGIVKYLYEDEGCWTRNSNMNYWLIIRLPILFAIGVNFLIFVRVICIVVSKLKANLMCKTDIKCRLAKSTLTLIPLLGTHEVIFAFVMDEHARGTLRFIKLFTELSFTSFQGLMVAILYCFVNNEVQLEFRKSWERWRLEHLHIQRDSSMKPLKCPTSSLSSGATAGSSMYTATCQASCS
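Inverse agonists were sought by their lowering of basal cAMP reporter luciferase output in HEK293 cells stably carrying constitutively active human GLP-1R, after 24 h compound treatment.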
KB-V1 cytotox: kills drug-selected multidrug resistant KB-V1 cells | KB-V1 MDR cells viability, CellTiter-Glo, 72 h | Potency, µM (doses to about 46.1 µM), for inactives: at the top dose activity change, negative = cytotoxicity, hits mostly cytotoxic | 400,000 tested, 3.4% active; further: on the % scale 0 is the no-effect control and ±100 the full control effect; nearly all actives have a fitted effect of over 60% in size
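Following 72 h at 37 degrees C with compound, KB-V1 cell viability was read by CellTiter-Glo luminescence, medium being phenol-red-free DMEM plus 10% FBS; concentration-response parameters came from normalized, curve-fitted qHTS data.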
SW480 rerep: inducers of DNA re-replication in SW480 colon cancer cells; SW480 DNA re-replication, Hoechst DNA content imaging, 48 h; Potency, µM (doses to about 46.1 µM), without a hit: top-dose re-replication activation, hits mostly activators; 340,000 tested, 1.8% active; AID 624297; further: % of control where 0% means no effect; nearly all actives have a fitted effect of over 55% in size
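Image-based DNA-content assay: after two days of treatment, nuclei were labelled with the DNA dye Hoechst and imaged, and hits were compounds raising the count of nuclei showing high fluorescence intensity.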
GLP-1R agonist: activates the human GLP-1 receptor; P43220; HEK293 GLP-1R CRE-luciferase, luminescence, 4-6 h; cells express a hypersensitive GLP-1R form; Potency, µM (series often up to 45.6 µM), for inactives: at the highest dose activation, actives largely listed as activators; 380,000 tested, 0.007% active; AID 624172; further: % of control where 0% means no effect
* hit, by the source's call; u = inconclusive; x = no result given; [ ] = remark or other dose. The call rests on the fitted dose curve; in most records, active means well fitted curve in the direction sought with a large enough effect; inconclusive means small, poorly fitted or top-dose-only effect, or another doubt; inactive means no such curve, though single readings can be large; an effect the other way counts as inactive or inconclusive. Potency means the concentration at half of the fitted maximal effect.

SMILES	KB-3-1 tox	TDP43 rescue	HEK293 tox	HT1080 IDH1KD tx	HT1080-NT tox	GLP1R inv ag	KB-V1 cytotox	SW480 rerep	GLP-1R agonist
CC1CCN(C(=O)CSc2nc3ccccc3c(=O)[nH]2)CC1	12.6%	6.4%[9.22 µM]	-1.7%	-18.6%	u	22.6%	-28.2%	-5.0%	0.0%
Cc1cc(C)nc(NN=C(c2ccccc2)c2ccccc2)n1	-2.6%	u	u	14.4%	12.1%	u	-26.1%	10.3µM*	-5.8%
CCCCn1c(N)c(N(CCC(C)C)C(=O)CSc2nc3ccccc3n2C)c(=O)[nH]c1=O	23.2%	13.3%	19.2%	-3.6%	0.0%	-29.0%	-28.4%	2.1%	-8.4%
O=C(Nc1ccc(F)cc1)Nc1ccc(S(=O)(=O)N2CCCC2)cc1	-15.3%	13.9%	-23.6%	u	u	8.91µM*	-9.4%	-9.0%	-1.3%
NC(=O)c1ccccc1NC(=O)/C=C/c1c(Cl)cccc1Cl	-7.8%	-14.4%	-10.0%	u	-28.2%	-10.0%	4.11µM*	u	26.6%
O=C(CC12CC3CC(CC(C3)C1)C2)Nc1ccc(C(=O)O)cc1	-9.7%	u	5.5%	0.5%	-2.3%	1.3%	9.2%	-6.1%	3.7%
CC(=O)Nc1ccc(NC(=O)C(C)Sc2nc3ccccc3c(=O)n2Cc2ccco2)cc1 (stereo not drawn)	-6.1%	13.1%	12.8%	0.5%	-0.4%	44.7%[activator]	-7.1%	0.6%	10.9%
Cc1cccc(NC(=O)c2ccc(COc3ccccc3)o2)n1	12.8%	u	10.8%	-16.6%	-1.7%	-6.0%	-1.1%	2.4%	-2.9%
O=C(O)C1C2C=CC(C2)C1C(=O)Nc1ccc2c(c1)OCCO2 (stereo not drawn)	2.9%	-0.2%	-15.2%	11.4%	6.1%	u	12.3%	2.8%	-17.4%
CCN(CC)S(=O)(=O)c1ccc(OC)c(NC(=S)Nc2cccc(C)c2C)c1	0.2%	-5.3%	8.4%	-10.8%	-4.0%	0.1%	u	3.1%	0.5%
O=C(O)c1c(F)c(F)c(F)c(F)c1-c1ccc(Cl)cc1	-8.5%	-8.3%	-0.3%	-19.5%	2.8%	-22.2%	-7.9%	-3.2%	0.7%
Cc1ccc(CN2COc3ccc4c(C)cc(=O)oc4c3C2)cc1	11.1%	6.9%	106.0%[activator]	x	x	4.8%	u	x	6.4%
O=C(CNC(=O)c1ccco1)OCC(=O)c1ccc2c(c1)CCCC2	-2.4%	u	10.8%	1.3%	-3.9%	0.0%	-8.5%	-1.3%	0.9%
O=C(CNC(=O)c1ccccc1Br)NNC(=O)c1cccs1	8.6%	17.6%	7.1%	12.3%	8.7%	6.3%	66.0%	-8.6%	-10.3%
CC1=C(C(=O)N2CCCCC2)C(c2cccs2)NC(=O)N1 (stereo not drawn)	-4.6%	-14.0%	19.3%	2.6%	-3.0%	-3.1%	-5.6%	8.3%[9.22 µM]	-0.8%
Cc1cc(OCC(=O)NCCCn2ccnc2)c2c(C)cc(=O)oc2c1	11.4%	-17.6%	-15.5%	2.3%	-0.8%	-11.2%	u	-9.0%	0.9%
CCCCC(=O)Nc1ccc2oc(-c3ccncc3)nc2c1	5.5%	15.1%	15.0%	-1.4%	9.1%	56.9%[activator]	3.5%	-13.7%	23.5%
Cc1ccc(C(=O)N2CCN3C(=O)c4ccccc4C23c2ccc(Cl)cc2)cc1 (stereo not drawn)	0.0%	u	u	u	u	u	-18.9%	u	-44.4%[inhibitor]
CC(=O)C1C(c2ccc(Br)cc2)C2C(C)=NN=C2CC1(C)O (stereo not drawn)	2.3%	13.2%	5.5%	-12.9%	-5.0%	-6.5%	14.7%	-4.1%	-5.3%
Cc1ccc(CCNC(=O)C2CCC(CNc3c(N4CCC(C)CC4)c(=O)c3=O)CC2)cc1 (stereo not drawn)	4.0%	24.3%	-21.8%	4.6%	3.7%	-0.4%	14.8%	0.5%	-3.2%
CCN(CC)C(=S)Oc1c(Cl)cccc1Cl	2.5%	13.4%	-0.8%	8.3%	11.7%	-2.2%	23.0%	3.1%	1.0%
CC(OC(=O)c1ccc(NC(=O)CC#N)cc1)C(=O)Nc1ccc2c(c1)OCCO2 (stereo not drawn)	0.3%	-6.4%	0.8%	-19.6%	-7.1%	13.6%	16.6%	-12.3%	0.0%
N#Cc1ccccc1S(=O)(=O)N1CCN(C(=O)c2cc(-c3ccccc3)nn2-c2ccccc2)CC1	-1.6%	-18.4%	2.6%	-5.0%	-1.0%	-10.2%	u	-32.7%[inhibitor]	2.0%
CCOC(=O)C1=C(O)/C(=C/c2ccc(OCC(=O)O)c(OCC)c2)SC1=Nc1ccc(C)cc1	2.0%	-5.3%	-22.3%	u	-29.1%	105.2%[activator]	1.6%	-2.7%	14.4%
Cc1ccc(-n2ncc(C(=O)NCc3ccco3)c2C2CCN(C(=O)OC(C)(C)C)CC2)cc1C	6.7%	15.6%	-1.4%	x	x	u	2.3%	x	x

Complete entries, quoted from the list.
Cc1ccc(CN2COc3ccc4c(C)cc(=O)oc4c3C2)cc1 reads KB-3-1 tox: 11.1%; TDP43 rescue: 6.9%; HEK293 tox: 106.0%[activator]; HT1080 IDH1KD tx: x; HT1080-NT tox: x; GLP1R inv ag: 4.8%; KB-V1 cytotox: u; SW480 rerep: x; GLP-1R agonist: 6.4%
CC(=O)Nc1ccc(NC(=O)C(C)Sc2nc3ccccc3c(=O)n2Cc2ccco2)cc1 (stereo not drawn) reads KB-3-1 tox: -6.1%; TDP43 rescue: 13.1%; HEK293 tox: 12.8%; HT1080 IDH1KD tx: 0.5%; HT1080-NT tox: -0.4%; GLP1R inv ag: 44.7%[activator]; KB-V1 cytotox: -7.1%; SW480 rerep: 0.6%; GLP-1R agonist: 10.9%

The list goes on.
SMILES	KB-3-1 tox	TDP43 rescue	HEK293 tox	HT1080 IDH1KD tx	HT1080-NT tox	GLP1R inv ag	KB-V1 cytotox	SW480 rerep	GLP-1R agonist
CS(=O)(=O)N1CCN=C1SCc1ccccc1	4.0%	23.5%	-6.1%	5.0%	2.1%	11.9%	-4.6%	-5.3%	10.1%
O=C(O)c1cccc(Oc2ccccc2[N+](=O)[O-])c1	-4.6%	28.0%	-5.4%	13.0%	9.4%	-8.8%	-8.8%	-24.0%	-0.6%
Cc1ccc(-c2nn(-c3ccccc3)cc2/C=C2\SC(=S)N(CC(=O)O)C2=O)cc1	0.0%	0.1%	3.9%	-4.7%	-7.1%	15.2%	8.4%	-26.9%	-0.7%
O=C(NCCCN1CCOCC1)c1ccc2c(=O)n(Cc3ccccc3)c(=S)[nH]c2c1	-2.6%	-4.7%	2.2%	16.4µM*	18.4µM*	u	-14.9%	20.2%	15.2%
CCOc1ccccc1-c1nc(CN2CCCC2c2nccs2)c(C)o1 (stereo not drawn)	11.5%	0.0%	-2.8%	-2.4%	-2.8%	u	-26.6%	u	7.3%
CC(=O)Nc1nonc1-c1nnc(SCc2ccccc2F)n1C	13.9%	16.0%[9.22 µM]	-16.1%	x	x	10.1%	-10.8%	x	x
COc1ccc(CNC(=O)C(=O)NCC2OCCN2C(=O)c2ccc(OC)cc2)cc1 (stereo not drawn)	-1.5%	13.4%	-7.2%	10.4%	2.9%	10.4%	0.0%	2.2%	-5.1%
COc1ccc(-n2nc([N+](=O)[O-])c(=NCCc3ccccc3)n2O)cc1	0.4%	12.6µM*	2.1%	0.4%	-2.1%	u	u	-8.7%	17.1%
Cc1c(C(=O)OC(C)C)sc(N)c1C(=O)OC(C)C	-4.9%	18.2%	1.1%	-15.4%	13.0%	u	u	8.7%	0.4%
COc1cc(NC(=O)C(c2ccccc2)c2ccccc2)c(C(=O)O)cc1OC	2.0%	22.4µM*	1.1%	1.2%	0.3%	23.3%	3.8%	-13.2%	10.2%
Cc1ccc(C(C(=O)NC(C)(C)C)N(C(=O)c2csnn2)c2cccc(F)c2)o1 (stereo not drawn)	12.4%	18.9%	-10.2%	-3.2%	-8.3%	17.2%	-11.9%	-5.1%	-6.4%
COC(=O)C1CCN(C(=O)c2cc(OC)c(OC)c(OC)c2)CC1	0.9%	-13.5%	5.7%	18.5%	6.6%	4.7%	4.7%	u	-6.5%
Cc1cccc(-c2nnc(SCC(=O)C(C)(C)C)n2C)c1	-0.5%	1.4%	-4.1%	29.1%	u	-5.5%	-0.8%	u	8.1%
CCc1nc2c(OCCOc3ccccc3)cccn2c1N(C)C(=O)c1cccs1	0.0%	16.1%	-0.6%	5.5%	12.8%	u	1.0%	x	-3.3%
O=C(Oc1c(Cl)cc(Cl)c2cccnc12)N1CCOCC1	-2.2%	18.2%	4.0%	-11.6%	-6.9%	-3.7%	-23.2%	0.1%	0.0%
CCC(=O)N1CCc2cc(S(=O)(=O)NC(Cc3ccccc3)C(=O)NCc3ccccc3OC)ccc21 (stereo not drawn)	-1.6%	6.3%	-6.4%	x	x	3.5%	7.9%	x	x
CC1=C(C(=O)OCC(Br)(Br)Br)C(c2cccc([N+](=O)[O-])c2)NC(=O)N1CCCC(=O)O (stereo not drawn)	-1.0%	8.7%	9.8%	-1.7%	5.7%	21.1%	-7.0%	-15.7%	5.6%
CN(C(=O)c1cccc(S(=O)(=O)N2CCCCC2)c1)C1CCS(=O)(=O)C1 (stereo not drawn)	-16.1%	15.1%	-0.6%	10.9%	8.5%	15.2%	4.6%	-2.5%	-14.0%
Cc1nn(-c2ccccc2)c(N2CCCC2)c1/C=C1\N=C(c2ccc(OC(C)C)cc2)OC1=O	u	-22.8%	-7.0%	4.9%	19.5%	11.8%	-15.0%	-22.7%	-9.3%
Cc1noc(-c2ccccc2OCC(=O)Nc2cccc([N+](=O)[O-])c2)n1	-6.7%	3.1%	2.2%	x	x	24.4%	-13.8%	x	x
O=C(CCN1C(=O)/C(=C/c2ccco2)SC1=S)Nc1ccc(C(=O)O)c(O)c1	24.0%	-13.2%	u	1.7%	1.6%	2.6%	8.9%	-2.8%	5.9%
CN1CCC(N(C)S(=O)(=O)c2ccc(NC(=O)COc3ccc([N+](=O)[O-])cc3)cc2)CC1	0.0%	19.4%	5.2%	10.3%	6.9%	u	3.9%	-4.7%	-1.5%
